Screening data deposited in PubChem by several laboratories.
NR2E3 ag-1 = NR2E3 (human) agonism. GST-NR2E3/biotin-RetCOR TR-FRET, 1536-well. AID 2300. inhibition of corepressor binding, % at 4.78 µM. Q9Y5X4. 0.12% of 320,000 active;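 active = percent inhibition above the cutoff of mean plus 3 SD of all tested compounds, set per screening campaign, cut at about 20% in these data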;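 also: 0% = DMSO wells and 100% = biotin wells as full block of FRET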
Target sequence (Q9Y5X4 whole entry, looked up): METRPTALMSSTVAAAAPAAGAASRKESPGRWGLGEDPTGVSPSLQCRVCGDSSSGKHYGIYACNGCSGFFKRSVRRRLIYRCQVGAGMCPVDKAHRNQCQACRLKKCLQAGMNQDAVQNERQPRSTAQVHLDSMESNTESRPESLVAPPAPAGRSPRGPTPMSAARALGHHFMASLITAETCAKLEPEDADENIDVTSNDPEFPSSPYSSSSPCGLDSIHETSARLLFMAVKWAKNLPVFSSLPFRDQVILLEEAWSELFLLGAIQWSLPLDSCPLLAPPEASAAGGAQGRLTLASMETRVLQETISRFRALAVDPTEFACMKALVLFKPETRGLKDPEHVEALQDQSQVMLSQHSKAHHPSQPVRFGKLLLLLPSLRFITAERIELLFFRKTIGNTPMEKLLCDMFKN
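Material: NR2E3–RetCOR corepressor complex / Incubation: Compound–protein incubation for 5 h at 4 °C / Dosing: compound at 4.8 µM, single dose / Detection: time-resolved FRET / Benchmarks: high control biotin, low control 0.6% DMSO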
hiPSC survival = hiPSC single-cell survival enhancement; ATPlite luminescence; 100% = ROCK inhibitor wells, 0% = DMSO; survival enhancement, % at 20 µM; 0.044% of 360,000 active; AID 602274; in the data active = survival enhancement above about 18%;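 also: cells exposed to compounds for 16 hours before the ATP read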
NR2E3 ag-2 = activates human NR2E3 receptor. AID 602229. Q9Y5X4. 0.35% of 360,000 active. CHO-S Gal4-NCOR/VP16-NR2E3 two-hybrid, luciferase. inhibition of corepressor binding, % at 3.98 µM;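 active = inhibition above the mean of all tested compounds plus 3 SD, cut at about 70% in these data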;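 also: 0% = DMSO with NR2E3 transfected cells and 100% = cells lacking NR2E3 construct; higher means lower luciferase signal from less NR2E3 corepressor binding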
CF NFkB inh = cystic fibrosis NF-kB activation inhibition | KKLEB NF-kB-GFP reporter, PAF-induced, GFP fluorescence overnight | inhibition, % at 5 µM | 0.86% of 360,000 active | AID 588850;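 active = at least 50% inhibition at 5 µM, scaled per plate between neutral and stimulator controls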;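 also: PAF is a Pseudomonas aeruginosa culture filtrate used as stimulus; plate controls were PAF-stimulated DMSO wells for no effect and unstimulated DMSO wells for full effect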
KKLEB cytotox = reduces viability of KKLEB cystic fibrosis airway cells | AID 602141 | 0.36% of 360,000 active | KKLEB CF airway cells viability, ATPlite luminescence, overnight; hits give low values; cells stimulated with P. aeruginosa culture filtrate | activity change (cytotoxicity), % at 5 µM;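 active = corrected activity change at or below -50% at 5 µM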
C8 TRAIL sens = sensitizes caspase-8 expressing cells to TRAIL; NB7+C8 cells + TRAIL, ATPlite viability luminescence; inhibition (viability loss, TRAIL sensitization), % at 10 µM; 1% of 360,000 active;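 active = compounds causing at least 50% loss of cell viability in the single-dose screen, relative to plate controls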
LMP1 NFkB inh = reduces LMP1-driven NF-kappaB luciferase signal. LMP1-induced NF-kappaB luciferase reporter cells, luminescence. inhibition, % at 12.5 µM. 0.69% of 350,000 active; in the data active = inhibition above about 41%;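 also: 0% = neutral control wells and 100% = reference inhibitor control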
HIF-2a inh = HIF-2a inhibition; inhibition, % at 18.8 µM; 0.72% of 360,000 active; 786-0 RCC cells HIF-2a reporter, luciferase luminescence, overnight; AID 624352;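 active = inhibition of the luminescence signal of 40% or more relative to plate controls, in a single-dose primary screen at 18.75 µM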
MITF TRPM1 inh = reduces MITF-dependent TRPM1 promoter luciferase signal | 0.83% of 330,000 active | inhibition, % at 12.5 µM | AID 488899 | SK-MEL-5 TRPM1 promoter luciferase, 24 h;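 active = mean inhibition across replicates of 60% or more, whatever share of single replicates reaches that level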; also: values of inactives mirror those of a sister screen read the other way
Peg3 promoter = Peg3 promoter activity inhibition | inhibition, % at 20 µM | 1.7% of 360,000 active | HeLa PEG-Prom luciferase reporter, luminescence, overnight;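 active = inhibition of at least 50% at 20 µM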
Shn3 inh set2 = Schnurri-3 reporter inhibition in Clone20 osteoblasts; 0.52% of 360,000 active; inhibition, % at 12.5 µM; Clone20 osteoblast Shn3 3'UTR firefly luciferase, 24 h;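 active = mean inhibition of at least 75% with every replicate also reaching 75%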;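 also: 0% = median of neutral control wells and 100% = pilot-screen positive control compound; some compounds past the cut are filed as inactive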
The depositor's hits bear a star. These rows are one share of the data (hit frequency here may not be typical).

What do the screens show for `C/C(Cn1cnc([N+](=O)[O-])n1)=N/NC(=O)COc1c(Cl)cc(Cl)cc1Cl`?
NR2E3 ag-1: 3; hiPSC survival: 0.0; NR2E3 ag-2: -10; CF NFkB inh: 4; KKLEB cytotox: -6; C8 TRAIL sens: -3; LMP1 NFkB inh: -1; HIF-2a inh: 10; MITF TRPM1 inh: -5; Peg3 promoter: -50; Shn3 inh set2: 20

How did C=CCS(=O)(=O)N1CCCC(Cc2ccccc2C)(C(=O)OCC)C1 (stereo unspecified) do in these assays?
NR2E3 ag-1: 4; hiPSC survival: -0.3; NR2E3 ag-2: -24; CF NFkB inh: -7; KKLEB cytotox: 1; C8 TRAIL sens: 8; LMP1 NFkB inh: 9; HIF-2a inh: 6; MITF TRPM1 inh: 0; Peg3 promoter: 18; Shn3 inh set2: 10

What do the screens show for `CCOC(=O)C1(C(F)(F)F)N=C(C(F)(F)F)Nc2ccccc21` (stereo unspecified)?
NR2E3 ag-1: 0; hiPSC survival: 0.2; NR2E3 ag-2: 5; CF NFkB inh: 7; KKLEB cytotox: -8; C8 TRAIL sens: -11; LMP1 NFkB inh: -5; HIF-2a inh: -5; MITF TRPM1 inh: -4; Peg3 promoter: 14; Shn3 inh set2: 15

What do the screens show for `CCOc1ccccc1N1CCN(Cc2cccc(OC)c2OC)CC1`?
NR2E3 ag-1: -2; hiPSC survival: -3.6; NR2E3 ag-2: -13; CF NFkB inh: -7; KKLEB cytotox: -2; C8 TRAIL sens: 2; LMP1 NFkB inh: 2; HIF-2a inh: 15; MITF TRPM1 inh: 7; Peg3 promoter: 0; Shn3 inh set2: 13

What do the screens show for `COc1ccc(OC)c(NC(=O)C(=S)NC2CCCCC2)c1`?
NR2E3 ag-1: 5; hiPSC survival: -0.5; NR2E3 ag-2: -44; CF NFkB inh: -1; KKLEB cytotox: 16; C8 TRAIL sens: 11; LMP1 NFkB inh: 1; HIF-2a inh: -54; MITF TRPM1 inh: 2; Peg3 promoter: -15; Shn3 inh set2: 6

How did Cc1cc(SCC(=O)Nc2cccc(S(N)(=O)=O)c2)c(C)cc1Br do in these assays?
NR2E3 ag-1: 2; hiPSC survival: 1.8; NR2E3 ag-2: -24; CF NFkB inh: 0; KKLEB cytotox: 15; C8 TRAIL sens: 0; LMP1 NFkB inh: -58; HIF-2a inh: 30; MITF TRPM1 inh: -6; Peg3 promoter: 15; Shn3 inh set2: -25

What do the screens show for `CCCC(C(=O)O)N1C(=O)/C(=C/c2cccn2C)SC1=S` (stereo unspecified)?
NR2E3 ag-1: -2; hiPSC survival: -1.2; NR2E3 ag-2: -5; CF NFkB inh: 14; KKLEB cytotox: -2; C8 TRAIL sens: 17; LMP1 NFkB inh: -4; HIF-2a inh: 10; MITF TRPM1 inh: 11; Peg3 promoter: 14; Shn3 inh set2: 2

What do the screens show for `Cc1nc(SCC(=O)N2CCCC2=O)nc(C)c1C`?
hiPSC survival: 1.0; NR2E3 ag-2: -6; CF NFkB inh: -2; KKLEB cytotox: 9; C8 TRAIL sens: -14; LMP1 NFkB inh: 40; HIF-2a inh: 11; MITF TRPM1 inh: -9; Peg3 promoter: 4; Shn3 inh set2: 6

Results for CCOc1ccc(N(CC(=O)NCCSCc2ccco2)S(=O)(=O)c2ccc(F)cc2)cc1 ?
NR2E3 ag-1: 0; hiPSC survival: -0.3; NR2E3 ag-2: -22; CF NFkB inh: -5; KKLEB cytotox: 18; C8 TRAIL sens: 3; LMP1 NFkB inh: 28; HIF-2a inh: 13; MITF TRPM1 inh: 6; Peg3 promoter: 19; Shn3 inh set2: 8

How did CC1(C)Cc2c(sc(NC(=O)c3ccc(S(=O)(=O)N4CCCCCC4)cc3)c2C(N)=O)C(C)(C)N1 do in these assays?
NR2E3 ag-1: -3; hiPSC survival: -0.3; NR2E3 ag-2: -14; CF NFkB inh: 25; KKLEB cytotox: -3; C8 TRAIL sens: -4; LMP1 NFkB inh: -3; HIF-2a inh: 8; MITF TRPM1 inh: 4; Peg3 promoter: 19; Shn3 inh set2: -21

What do the screens show for `NC(=S)N/N=C/c1cn(CCC(=O)O)nc1-c1cccc(Br)c1`?
NR2E3 ag-1: -1; hiPSC survival: 1.0; NR2E3 ag-2: -26; CF NFkB inh: 5; KKLEB cytotox: -9; C8 TRAIL sens: 8; LMP1 NFkB inh: -1; HIF-2a inh: 22; MITF TRPM1 inh: 7; Peg3 promoter: 0; Shn3 inh set2: -9

How did COc1ccc(NC(=O)c2c[nH]n3c(=O)cc(C4CCN(C(=O)OC(C)(C)C)CC4)nc23)cc1Cl do in these assays?
NR2E3 ag-1: 8; hiPSC survival: -1.3; NR2E3 ag-2: 13; CF NFkB inh: 9; KKLEB cytotox: -10; C8 TRAIL sens: -14; LMP1 NFkB inh: 0; HIF-2a inh: 3; MITF TRPM1 inh: -1; Peg3 promoter: -8; Shn3 inh set2: -15

How did O=C(NCCCN1CCN(CCCNC(=O)c2cc([N+](=O)[O-])ccc2Cl)CC1)c1cc([N+](=O)[O-])ccc1Cl do in these assays?
NR2E3 ag-1: 0; hiPSC survival: -1.5; NR2E3 ag-2: -15; CF NFkB inh: -3; KKLEB cytotox: -1; C8 TRAIL sens: 0; LMP1 NFkB inh: -6; HIF-2a inh: 6; MITF TRPM1 inh: -5; Peg3 promoter: 5; Shn3 inh set2: 4

Results for COc1ccc(-n2c(C)cc(/C=N/Nc3nnc(C)n3N)c2C)cc1 ?
NR2E3 ag-1: 0; hiPSC survival: 3.1; NR2E3 ag-2: -17; CF NFkB inh: 3; KKLEB cytotox: -9; C8 TRAIL sens: 8; LMP1 NFkB inh: 6; HIF-2a inh: -12; MITF TRPM1 inh: 4; Peg3 promoter: 0; Shn3 inh set2: 0

Results for CC(C(=O)Nc1ccccc1-c1ccccc1)N(C)Cc1nc2ccccc2c(=O)[nH]1 (stereo unspecified) ?
NR2E3 ag-1: 0; hiPSC survival: -1.8; NR2E3 ag-2: -30; CF NFkB inh: 13; KKLEB cytotox: -6; C8 TRAIL sens: -29; LMP1 NFkB inh: -9; HIF-2a inh: 14; MITF TRPM1 inh: 14; Peg3 promoter: 28; Shn3 inh set2: -6

How did CCN(CC(=O)Nc1c(F)cccc1F)C(=O)CSc1ccccc1 do in these assays?
NR2E3 ag-1: -3; hiPSC survival: -0.4; NR2E3 ag-2: -1; CF NFkB inh: 4; KKLEB cytotox: -3; C8 TRAIL sens: -6; LMP1 NFkB inh: -1; HIF-2a inh: 10; MITF TRPM1 inh: -8; Peg3 promoter: 0; Shn3 inh set2: 1

What do the screens show for `COc1cc(CNc2nc3c(C)cc(C)cc3s2)ccc1O`?
NR2E3 ag-1: 1; hiPSC survival: 0.8; NR2E3 ag-2: -38; CF NFkB inh: -25; KKLEB cytotox: 2; C8 TRAIL sens: 22; LMP1 NFkB inh: 20; HIF-2a inh: -3; MITF TRPM1 inh: 3; Peg3 promoter: 6; Shn3 inh set2: 4

What do the screens show for `O=c1cc(CCl)nc2scc(-c3ccccc3)n12`?
NR2E3 ag-1: 0; hiPSC survival: 0.6; NR2E3 ag-2: -31; CF NFkB inh: 2; KKLEB cytotox: 7; C8 TRAIL sens: -2; LMP1 NFkB inh: -11; HIF-2a inh: -7; MITF TRPM1 inh: 8; Peg3 promoter: 20; Shn3 inh set2: 4

What do the screens show for `Cc1ccc(F)c(NC(=O)CCc2ccccc2)c1`?
NR2E3 ag-1: 1; hiPSC survival: 1.4; NR2E3 ag-2: 1; CF NFkB inh: 10; KKLEB cytotox: 1; C8 TRAIL sens: -3; LMP1 NFkB inh: 1; HIF-2a inh: -129; MITF TRPM1 inh: -27; Peg3 promoter: -117; Shn3 inh set2: -38

What do the screens show for `CC(=O)Oc1ccccc1C(=O)Nc1ccccc1C(=O)N1CCCC1`?
NR2E3 ag-1: 4; hiPSC survival: -0.1; NR2E3 ag-2: 4; CF NFkB inh: 16; KKLEB cytotox: -1; C8 TRAIL sens: 5; LMP1 NFkB inh: -6; HIF-2a inh: 7; MITF TRPM1 inh: 4; Peg3 promoter: -1; Shn3 inh set2: -11

Results for C#CCOCCOCCOCCNc1nc(N2CCN(C(=O)[C@H](CCCCN)n3cc([C@@H](N)C(C)CC)nn3)CC2)nc(N2CCN(C(=O)[C@H](CCCCN)n3cc([C@@H](N)CC(C)C)nn3)CC2)n1 (stereo partly specified) ?
NR2E3 ag-1: 5; hiPSC survival: -2.2; NR2E3 ag-2: -24; CF NFkB inh: 4; KKLEB cytotox: 0; C8 TRAIL sens: -3; LMP1 NFkB inh: 3; HIF-2a inh: 15; MITF TRPM1 inh: 4; Peg3 promoter: 1; Shn3 inh set2: -8

How did CCCCCCOc1cccc(N)c1 do in these assays?
NR2E3 ag-1: 7; hiPSC survival: -0.4; NR2E3 ag-2: -19; CF NFkB inh: -16; KKLEB cytotox: 4; C8 TRAIL sens: -19; LMP1 NFkB inh: -9; HIF-2a inh: -51; MITF TRPM1 inh: -34; Peg3 promoter: -43; Shn3 inh set2: -35

How did CCN(CC)C(=N)/C(C#N)=N/Nc1ccc(C)cc1 do in these assays?
NR2E3 ag-1: -4; hiPSC survival: -0.2; NR2E3 ag-2: -89; CF NFkB inh: 5; KKLEB cytotox: 0; C8 TRAIL sens: 17; LMP1 NFkB inh: -4; HIF-2a inh: -313; MITF TRPM1 inh: -47; Peg3 promoter: -280; Shn3 inh set2: -81

Results for Nc1ncnc(Nc2c(F)cccc2F)n1 ?
NR2E3 ag-1: 2; hiPSC survival: 0.3; NR2E3 ag-2: -29; CF NFkB inh: 5; KKLEB cytotox: -2; C8 TRAIL sens: 2; LMP1 NFkB inh: -3; HIF-2a inh: 15; MITF TRPM1 inh: -3; Peg3 promoter: 3; Shn3 inh set2: -8

How did OC[C@@H]1CN(Cc2ccc3c(c2)OCO3)C[C@H](n2cnc3c(NCc4ccc(F)cc4)ncnc32)O1 do in these assays?
hiPSC survival: -1.3; NR2E3 ag-2: -6; CF NFkB inh: 9; KKLEB cytotox: -9; C8 TRAIL sens: -2; HIF-2a inh: 17; Peg3 promoter: 10; Shn3 inh set2: -25

Results for COCC1CCCCN1C(=O)c1ccc2nc(Cc3ccc(OC)c(OC)c3)oc2c1 (stereo unspecified) ?
NR2E3 ag-1: 0; hiPSC survival: 0.5; NR2E3 ag-2: -13; CF NFkB inh: 10; KKLEB cytotox: 11; C8 TRAIL sens: -1; LMP1 NFkB inh: 3; HIF-2a inh: -33; MITF TRPM1 inh: -19; Peg3 promoter: -3; Shn3 inh set2: 26

Results for COc1ccccc1C1(O)C(=O)Nc2ccccc21 (stereo unspecified) ?
NR2E3 ag-1: -3; hiPSC survival: -0.6; NR2E3 ag-2: 25; CF NFkB inh: 3; KKLEB cytotox: 9; C8 TRAIL sens: -30; LMP1 NFkB inh: 3; HIF-2a inh: 11; MITF TRPM1 inh: 15; Peg3 promoter: 4; Shn3 inh set2: -1
